Screens: PubChem BioAssay, several laboratories
RTF Ca sens inh: cardiac RTF calcium sensitivity inhibitors, primary screen, biochemical, IANBD-TnC fluorescence, EC70 calcium; IANBD-labeled cardiac RTF, Ca2+ fluorescence; inhibition, % at 7.15 µM; hit rate 0.12% among 340,000; AID 493244, 2011;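 active means inhibition above the mean inhibition of all tested compounds plus 3 SD, cut at about 17% in these data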;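 further: assay run at fixed EC70 calcium of 1.6 mM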
HTR5A ag ctr: HTR5A agonists in luminescence cell assay, primary screen, counter-screen for OPRM1-OPRD1 heterodimer agonist project, full-deck HTS; 5-hydroxytryptamine receptor 5A (Homo sapiens), P47898; cell-based; activation, % at 9.3 µM; hit rate 0.61% among 340,000; AID 504692, 2011; in the data active means activation mostly above about 9.5%, no sharp cut-off; inactive means mostly below about 7.6%;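 further: 0% = cells with vehicle only and 100% = reference agonist; strong numbers were not always called active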
MOR-DOR inv ag: inverse agonists of MOR-DOR heterodimerization, primary screen, cell-based, luminescence; inhibition, % at 9.3 µM; hit rate 0.21% among 340,000; cell-based MOR-DOR heterodimer luminescence, inverse agonism; AID 504357, 2011; in the data active means inhibition above about 22%, passing the limit was not always enough;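 further: 0% = cells with DMSO and 100% = wells without cells with DMSO; values of inactives mirror those of a sister screen read the other way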
Target sequence (P35372 whole entry, looked up): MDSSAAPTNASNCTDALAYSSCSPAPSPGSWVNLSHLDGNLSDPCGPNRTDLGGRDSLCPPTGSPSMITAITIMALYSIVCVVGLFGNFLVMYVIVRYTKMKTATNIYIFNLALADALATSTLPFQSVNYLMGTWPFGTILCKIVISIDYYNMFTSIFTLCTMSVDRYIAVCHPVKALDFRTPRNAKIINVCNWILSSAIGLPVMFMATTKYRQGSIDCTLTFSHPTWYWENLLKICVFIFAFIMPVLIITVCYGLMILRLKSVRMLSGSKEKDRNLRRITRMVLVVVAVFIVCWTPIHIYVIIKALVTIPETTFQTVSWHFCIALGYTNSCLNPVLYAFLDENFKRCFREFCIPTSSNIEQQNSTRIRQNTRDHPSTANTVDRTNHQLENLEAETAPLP
Target sequence (P41143 whole entry, looked up): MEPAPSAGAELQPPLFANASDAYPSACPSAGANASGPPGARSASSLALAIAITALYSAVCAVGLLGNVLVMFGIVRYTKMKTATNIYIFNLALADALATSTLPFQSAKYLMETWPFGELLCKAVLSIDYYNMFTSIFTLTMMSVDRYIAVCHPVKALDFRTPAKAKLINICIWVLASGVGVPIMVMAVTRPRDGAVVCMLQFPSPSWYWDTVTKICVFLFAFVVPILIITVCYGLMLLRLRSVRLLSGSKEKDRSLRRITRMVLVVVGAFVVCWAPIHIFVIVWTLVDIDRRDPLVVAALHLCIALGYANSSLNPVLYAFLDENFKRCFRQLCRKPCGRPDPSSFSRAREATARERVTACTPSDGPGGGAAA
HTR5A inv ag: HTR5A inverse agonists in luminescence cell assay, primary screen, counter-screen for OPRM1-OPRD1 heterodimer inverse agonist project, full-deck HTS; 5-hydroxytryptamine receptor 5A (Homo sapiens), P47898; HTR5A cell line, inverse agonism; inhibition, % at 9.3 µM; hit rate 0.083% among 340,000; AID 504634, 2011; in the data active means inhibition mostly above about 23%, no sharp cut-off; inactive means mostly below about 18%;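 further: 0% = cells with DMSO and 100% = no-cell wells with DMSO; some compounds called inactive have numbers as strong as hits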
MOR-DOR ag: agonists of OPRM1-OPRD1 heterodimerization, primary screen, cell-based, luminescence | Mu-type opioid receptor (Homo sapiens) + Delta-type opioid receptor (Homo sapiens), … | cells | activation, % at 9.3 µM | hit rate 0.3% among 340,000 | AID 504326, 2011; in the data active means activation above about 18%;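 further: 0% = vehicle-treated cells and 100% = reference agonist; values of inactives mirror those of a sister screen read the other way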
RTF Ca sens act: cardiac RTF calcium sensitivity activators, primary screen, biochemical, IANBD-TnC fluorescence, EC20 calcium; Troponin I, cardiac muscle (Homo sapiens) + Troponin T, cardiac muscle (Homo sapiens) + …; IANBD-labeled TnC RTF fluorescence at EC20 calcium; 0% EC20 calcium, 100% full calcium; activation, % at 7.2 µM; hit rate 0.24% among 340,000; AID 493008, 2010;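 active means activation above the mean over all tested compounds plus 3 SD, cut at about 30% in these data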;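 further: rise in fluorescence read as greater calcium sensitivity of cardiac thin filaments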
V-ATPase pH: regulators of yeast V-ATPase proton pumping, primary screen, pHLuorin cytosolic pH fluorescence; S. cerevisiae; response, % at 10 µM; hit rate 0.37% among 350,000; in the data active means response mostly above about 7.3%, no sharp cut-off; inactive means mostly below about 5.4%; further: actives read high; inactives centre near 0; some compounds called inactive have numbers as strong as hits; reference of the scale not given here
LANA DNA inh: inhibitors of KSHV C-LANA binding to DNA, primary screen, biochemical, fluorescence polarization, FAM-LBS DNA, MBP-C-LANA, single point | Kaposi's sarcoma herpesvirus LANA C-terminal domain (residues 932-1162) DNA binding | inhibition, % at 9 µM | hit rate 0.078% among 340,000 | AID 504423, 2011;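 active means highest replicate inhibition at or above 60% at 9 µM, even if other replicates fall short; inactive means all replicates below 60% inhibition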;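 further: 0% = neutral control wells and 100% = 4 µM acridine orange control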
Keap1-Nrf2 PPI: Keap1-Nrf2 protein-protein interaction inhibitors, primary screen, biochemical, fluorescence polarization, single point; Kelch-like ECH-associated protein 1 (Homo sapiens), Q14145; Keap1 Kelch-Nrf2 peptide fluorescence polarization, 1536-well; inhibition, % at 9.4 µM; hit rate 0.15% among 340,000; in the data active means inhibition above about 12%;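 further: human Keap1 Kelch domain with fluorescein labeled Nrf2 9mer peptide probe; 0% = neutral control wells and 100% = peptide positive control; higher means more block of Keap1 binding to Nrf2 peptide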
CAL PDZ FP: untagged CAL PDZ binding inhibitors, primary screen, biochemical, fluorescence polarization, HTS; purified CAL PDZ, TMR-peptide fluorescence polarization, 1 h; inhibition, % at 24.9 µM; Golgi-associated PDZ and coiled-coil motif-containing protein (Homo sapiens), Q9HD26; hit rate 0.92% among 300,000;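 active means mean inhibition of at least 30% with at least half of replicates also reaching 30%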;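 further: 0% = DMSO neutral control and 100% = excess unlabeled competitor peptide PRC23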
* = called active by the depositor; · = no result given.

SMILES	RTF Ca sens inh	HTR5A ag ctr	MOR-DOR inv ag	HTR5A inv ag	MOR-DOR ag	RTF Ca sens act	V-ATPase pH	LANA DNA inh	Keap1-Nrf2 PPI	CAL PDZ FP
O=C(Nc1ccccc1-c1nc2ccccc2s1)c1ccc(Br)o1	-6	-2	11	-12	-2.0	4	1	0.0	-4	-2
O=C(O)c1cccc(NC(=S)NC(NC(=O)c2cccc([N+](=O)[O-])c2)C(Cl)(Cl)Cl)c1 (stereo unspecified)	-7	1	10	-44	-1.9	2	-5	0.5	0	-7
CC(C)C(=O)Nc1ncc(Cc2cccc(Cl)c2)s1	-13	4	-13	23	2.8	1	-1	0.5	-1	-4
COc1ccc(CC(=O)Nc2ccccc2N2CCCC2)cc1	-3	-7	10	-27	-1.4	-3	0	0.0	0	·
O=C(COC(=O)/C=C/c1ccccc1[N+](=O)[O-])Nc1ccc2[nH]c(=O)[nH]c2c1	-7	3	0	-13	0.1	-2	-2	1.3	0	-5
CCOc1ccccc1Nc1nnc(SCC(=O)NCC2CCCO2)s1 (stereo unspecified)	-9	2	4	-8	-0.7	-3	1	0.3	2	·
CC1CCCCN1C(=O)Cn1c(=O)n(-c2ccc(F)cc2)c(=O)c2sccc21 (stereo unspecified)	7	-1	19	3	-3.5	-1	-3	-0.3	0	-2
O=C(NCc1ccccc1)NC(=O)c1ccccc1	-7	-1	4	-39	-0.8	-1	-1	1.7	-1	-7
CC(=O)NCCc1c[nH]c2ccc(O)cc12	12	1	13	-3	-2.3	-4	-3	-1.6	-1	-1
O=C(COC(=O)c1c2c(nc3ccccc13)/C(=C/c1ccco1)CC2)NC1CCCC1	17*	1	1	7	-0.1	-7	1	0.8	2	-3
S=C(NN=C1CCCCCC1)Nc1ccc(Cl)cc1	-5	6	8	3	-1.4	-11	7	1.6	1	-4
COc1cccc(N(CC(=O)Nc2cccc(F)c2)S(C)(=O)=O)c1	-5	-11	5	7	-0.9	1	-1	-0.8	-4	5
COc1ccccc1-c1oc2ccccc2c1-c1ccc2c(c1)OCO2	-9	1	-13	-11	2.3	3	3	-0.5	-4	0
CCOCCOC(=O)C1=C(C)N(C)C(=O)NC1c1ccccc1F (stereo unspecified)	-4	-1	10	15	-2.0	1	9	1.0	-3	-1
COC(=O)c1ccc(NC(=S)NC2CCCCC2C)cc1 (stereo unspecified)	-8	3	-51	12	9.2	-4	3	0.7	-1	1
Cc1ccc2c(c1)cc(C)c1nnc(SCC(=O)NCc3ccco3)n12	0	-1	11	-13	-2.0	7	1	-0.6	-5	0
Cc1ccc(-n2c(SCC(=O)Nc3ccc(N4CCOCC4)cc3)nc3ccccc3c2=O)cc1	1	-1	13	11	-1.9	-6	1	1.0	-4	6
O=C(CSc1ccc(F)cc1)NCCc1ccc(Cl)cc1	-12	-3	-6	1	0.8	-2	-2	0.3	3	-5
CC1=C(C(=O)OCc2ccccc2)C(c2ccccc2)NC(=O)N1CCCCCC(=O)O (stereo unspecified)	15	-2	7	-7	-1.6	5	1	-2.4	-5	-1
Cn1cc(Br)c(C(=O)NNC(=O)Cc2ccc(Cl)cc2)n1	7	2	0	-7	0.1	4	1	-1.2	-5	-4
O=[N+]([O-])c1ccc(CSc2nnc(-c3cnccn3)o2)cc1	3	-2	13	6	-2.2	6	3	1.5	-5	17
O=C(NCc1cccnc1)C1CCCN(S(=O)(=O)c2ccccc2)C1 (stereo unspecified)	-2	-1	4	9	-0.8	-9	3	-1.1	-5	-1
COc1cc(C(=O)OCC(=O)NC2CCCCCC2)ccc1OCC(C)C	3	-7	3	17	-0.6	6	3	-1.8	-3	7
CCSc1ccccc1C(=O)NCc1ccco1	-3	-7	16	16	-3.2	-1	1	-0.7	-1	·
Cc1noc(C)c1CSCC(=O)Nc1cccc(C(F)(F)F)c1	-5	-1	-9	3	2.0	-2	1	-1.7	4	·
OCCn1c(-c2ccc(F)cc2)csc1=Nc1ccccc1	-6	1	3	-23	-0.5	4	1	0.2	-6	-2
Cc1cc(OCCSc2nnc(-c3cccs3)n2C)ccc1Cl	-16	-2	2	8	-0.3	9	1	2.4	-9	1
CCOCCCNC(=O)Cn1cc2c(n1)CCCC2	-2	-8	15	20	-3.0	-1	-2	-1.0	-2	-1
CNc1oc(Cc2cccc3ccccc23)nc1C#N	-12	-4	-3	12	0.6	0	-5	-4.9	-3	·
Cc1ccc2c(c1)nnn2C1CCN(C(=O)c2ccccc2F)CC1	-11	1	12	4	-2.4	9	0	0.6	-9	·
CC(C)c1ccc(NC(=O)NCc2ccc3c(c2)OCO3)cc1	-1	7	-4	-17	1.0	0	1	-0.8	-1	-1
Cc1cccc(CCNC(=O)CCS(=O)(=O)c2cc3c(cc2Cl)NC(=O)CO3)c1	4	0	-11	26	2.0	2	3	-0.1	-3	-4
CCOC(=O)C1(CCCc2ccccc2)CCN(C(=O)C2CCCN(C(N)=O)C2)CC1 (stereo unspecified)	-2	0	2	0	-0.3	-2	-2	0.0	1	1
Nc1c(N(CCCO)C(=O)C2CCCC2)c(=O)[nH]c(=O)n1Cc1ccccc1	-8	6	10	4	-2.8	2	1	0.5	-1	1
CC1(C)NC(=O)N(CC(=O)OCC(=O)N2CCN(S(=O)(=O)c3ccccc3)CC2)C1=O	-10	-2	13	-4	-2.7	-1	5	-0.5	-3	4
Cc1ccsc1C(=O)N1CCN(C(=O)c2ccco2)CC1	-4	1	6	-1	-1.5	-3	1	-0.3	3	·
CC(C)C(NC(=O)c1ccc(C(C)(C)C)cc1)C(=O)OCC(=O)NC(=O)Cc1ccccc1 (stereo unspecified)	-18	-1	-28	-9	5.4	2	-2	0.4	-2	6
O=C(c1cccc(S(=O)(=O)N2CCOCC2)c1)N1CCN(S(=O)(=O)c2cccs2)CC1	10	0	-1	0	0.2	-6	-4	0.7	0	-1
C=CCc1cc(OC)ccc1OCCOCCC(C(=O)OCC)C(=O)OCC	1	2	-31	-6	5.0	-7	-3	-1.6	-1	1
CCOc1ccc(C2Nc3ccccc3C(CC)(CC)O2)cc1 (stereo unspecified)	-16	5	7	-22	-1.4	2	3	-1.1	-4	·
Cc1cc(OCc2cc(C(=O)N(C)CC3CCOCC3)no2)cc(C)c1Cl	-4	1	4	9	-0.7	-7	-1	-1.0	5	-3
CC1(C)CC(=O)C(C(c2ccc(F)cc2)C2C(=O)CC(C)(C)CC2=O)C(=O)C1	-1	0	0	2	-0.1	9	-2	0.1	0	3
Cc1ccc(-c2cc(C(=O)Nc3c(C)n(C)n(-c4ccccc4)c3=O)c3ccccc3n2)cc1	-8	1	7	-4	-1.4	2	-2	-2.3	4	0
COC(=O)c1ccc2nc(NC(=O)C3CCCCC3)sc2c1	-9	1	-1	-4	0.1	2	0	0.1	-7	2
Cn1nccc1C(=O)N/N=C/c1c(O)ccc2ccccc12	-13	0	-19	0	3.7	-1	5	0.5	-5	-2
C[C@@H](C(=O)NNC(=O)c1ccc(Cl)cc1)N1C(=O)C2CC=CCC2C1=O (stereo partly specified)	-4	4	12	-16	-2.2	-5	-4	-2.2	-4	-5
Cc1ccc(CNC(=O)Cn2cccc2)cc1	-11	0	7	0	-1.6	3	0	-1.1	-3	6
Cc1ccc(-c2cc(N)nc(-c3ccccc3)c2)cc1	-3	-1	-7	2	1.3	-4	0	0.1	-1	-4
COc1ccc(-n2c(C)cc(C(=O)CSc3ccc(NC(C)=O)cc3)c2C)cc1	13	6	1	-4	-0.2	5	-3	1.5	-1	-5
O=c1c2cc(NC(=S)NC3CCN(Cc4ccccc4)CC3)ccc2nc2n1CCCCC2	-12	5	-5	-13	0.9	-4	6	-0.7	-1	-2
COc1ccccc1-n1c(SCC(=O)Nc2cccc(C(=O)O)c2)nnc1-c1ccccc1C	-2	-3	10	12	-1.9	0	0	-0.4	0	6
O=C(NCC12CC3CC(CC(C3)C1)C2)c1nc2ncccn2n1	2	-2	15	1	-3.3	-2	0	0.7	1	-1

Structural class, the compounds so far containing a Cl atom.
SMILES	RTF Ca sens inh	HTR5A ag ctr	MOR-DOR inv ag	HTR5A inv ag	MOR-DOR ag	RTF Ca sens act	V-ATPase pH	LANA DNA inh	Keap1-Nrf2 PPI	CAL PDZ FP
O=C(O)c1cccc(NC(=S)NC(NC(=O)c2cccc([N+](=O)[O-])c2)C(Cl)(Cl)Cl)c1 (stereo unspecified)	-7	1	10	-44	-1.9	2	-5	0.5	0	-7
CC(C)C(=O)Nc1ncc(Cc2cccc(Cl)c2)s1	-13	4	-13	23	2.8	1	-1	0.5	-1	-4
S=C(NN=C1CCCCCC1)Nc1ccc(Cl)cc1	-5	6	8	3	-1.4	-11	7	1.6	1	-4
O=C(CSc1ccc(F)cc1)NCCc1ccc(Cl)cc1	-12	-3	-6	1	0.8	-2	-2	0.3	3	-5
Cn1cc(Br)c(C(=O)NNC(=O)Cc2ccc(Cl)cc2)n1	7	2	0	-7	0.1	4	1	-1.2	-5	-4
Cc1cc(OCCSc2nnc(-c3cccs3)n2C)ccc1Cl	-16	-2	2	8	-0.3	9	1	2.4	-9	1
Cc1cccc(CCNC(=O)CCS(=O)(=O)c2cc3c(cc2Cl)NC(=O)CO3)c1	4	0	-11	26	2.0	2	3	-0.1	-3	-4
Cc1cc(OCc2cc(C(=O)N(C)CC3CCOCC3)no2)cc(C)c1Cl	-4	1	4	9	-0.7	-7	-1	-1.0	5	-3
C[C@@H](C(=O)NNC(=O)c1ccc(Cl)cc1)N1C(=O)C2CC=CCC2C1=O (stereo partly specified)	-4	4	12	-16	-2.2	-5	-4	-2.2	-4	-5
